SRC2 inh = inhibition of GAL4-SRC2 driven luciferase reporter, primary screen, SRC2 inhibitor project, cell-based, luminescence | Nuclear receptor coactivator 2 (Homo sapiens), Q15596 | HEK293 GAL4-SRC2 luciferase reporter | inhibition, % at 9 µM | 370,000 compounds, 0.17% hits | AID 651957, 2012;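 active = inhibition above the mean inhibition of all tested compounds plus 3 SD, set per campaign, cut at about 52% in these data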;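 note: 0% = DMSO treated cells and 100% = cells given Gossypol at 36 µM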
Vif imaging = HIV Vif self-association inhibitors, primary screen, imaging, HEK293T, single point | AID 602346, 2012 | 340,000 compounds, 0.35% hits | HEK293T cells, Vif self-association by quenched fluorescence, 24 h | inhibition, % at 7.49 µM; in the data active = inhibition above about 50%, passing the limit was not always enough; note: some results filed as inactive read as strong as hits
COUP-TFII inh = NR2F2 transcriptional activity inhibitors, primary screen, cell-based, luciferase reporter, HEK293T, luminescence. HEK293T NGFI-A luciferase reporter. COUP transcription factor 2 (Homo sapiens), P24468. AID 686940, 2013. 370,000 compounds, 0.7% hits. inhibition, % at 8.6 µM;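 active = inhibition above a per-plate cutoff, mean inhibition of test wells between control levels plus 3 SD, cut at about 38% in these data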;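 note: cells cotransfected with COUP-TFII expression vector driving the NGFI-A reporter; 0% = median of COUP-TF2 test wells and 100% = reporter-only cells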
TROY NFkB inh = inhibitors of TROY-driven NF-kB signaling, primary screen, Q293 LMP1-TROYcd cells, NF-kB luciferase, uHTS | inhibition, % at 10 µM | 360,000 compounds, 0.98% hits | Q293 LMP1-TROYcd NF-kB luciferase reporter, 4 h;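 active = compounds whose plate-normalised and pattern-corrected inhibition of the luciferase reporter signal at the single screening dose is 50% or more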
SRC1 inh = SRC1 coactivator transcriptional activity inhibitors, primary screen, cell-based, luminescence | Nuclear receptor coactivator 1 (Homo sapiens), Q15788 | HEK293 GAL4-SRC1 luciferase reporter | inhibition, % at 3.6 µM | 360,000 compounds, 0.12% hits | AID 588354, 2011;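 active = inhibition above the campaign mean plus 3 SD, with each screening campaign given its own cutoff, cut at about 60% in these data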;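 note: 0% = DMSO treated cells and 100% = gossypol at 36 µM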
TRAIL sens C8 = viability loss with TRAIL in NB7+C8 cells, primary screen, TRAIL sensitizer project, cell-based, ATPlite luminescence. inhibition (viability loss, TRAIL sensitization), % at 10 µM. 360,000 compounds, 1% hits. AID 624354, 2012;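 active = compounds causing at least 50% loss of cell viability in the single-dose screen, relative to plate controls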
NCOA3 inh = SRC3 coactivator transcriptional activity inhibitors, primary screen, cell-based, luminescence; Nuclear receptor coactivator 3 (Homo sapiens), Q9Y6Q9; HEK293 GAL4-SRC3 luciferase reporter; inhibition, % at 3.6 µM; 360,000 compounds, 0.17% hits; AID 588352, 2011;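 active = inhibition above a per-campaign cutoff, the mean of all compounds plus 3 SD, cut at about 60% in these data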;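 note: 0% = DMSO-treated cells and 100% = gossypol-treated cells at 36 µM; higher means less SRC3-driven luciferase light from the GAL4 reporter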
Target sequence (Q9Y6Q9 whole entry, looked up, the tested form may be a part): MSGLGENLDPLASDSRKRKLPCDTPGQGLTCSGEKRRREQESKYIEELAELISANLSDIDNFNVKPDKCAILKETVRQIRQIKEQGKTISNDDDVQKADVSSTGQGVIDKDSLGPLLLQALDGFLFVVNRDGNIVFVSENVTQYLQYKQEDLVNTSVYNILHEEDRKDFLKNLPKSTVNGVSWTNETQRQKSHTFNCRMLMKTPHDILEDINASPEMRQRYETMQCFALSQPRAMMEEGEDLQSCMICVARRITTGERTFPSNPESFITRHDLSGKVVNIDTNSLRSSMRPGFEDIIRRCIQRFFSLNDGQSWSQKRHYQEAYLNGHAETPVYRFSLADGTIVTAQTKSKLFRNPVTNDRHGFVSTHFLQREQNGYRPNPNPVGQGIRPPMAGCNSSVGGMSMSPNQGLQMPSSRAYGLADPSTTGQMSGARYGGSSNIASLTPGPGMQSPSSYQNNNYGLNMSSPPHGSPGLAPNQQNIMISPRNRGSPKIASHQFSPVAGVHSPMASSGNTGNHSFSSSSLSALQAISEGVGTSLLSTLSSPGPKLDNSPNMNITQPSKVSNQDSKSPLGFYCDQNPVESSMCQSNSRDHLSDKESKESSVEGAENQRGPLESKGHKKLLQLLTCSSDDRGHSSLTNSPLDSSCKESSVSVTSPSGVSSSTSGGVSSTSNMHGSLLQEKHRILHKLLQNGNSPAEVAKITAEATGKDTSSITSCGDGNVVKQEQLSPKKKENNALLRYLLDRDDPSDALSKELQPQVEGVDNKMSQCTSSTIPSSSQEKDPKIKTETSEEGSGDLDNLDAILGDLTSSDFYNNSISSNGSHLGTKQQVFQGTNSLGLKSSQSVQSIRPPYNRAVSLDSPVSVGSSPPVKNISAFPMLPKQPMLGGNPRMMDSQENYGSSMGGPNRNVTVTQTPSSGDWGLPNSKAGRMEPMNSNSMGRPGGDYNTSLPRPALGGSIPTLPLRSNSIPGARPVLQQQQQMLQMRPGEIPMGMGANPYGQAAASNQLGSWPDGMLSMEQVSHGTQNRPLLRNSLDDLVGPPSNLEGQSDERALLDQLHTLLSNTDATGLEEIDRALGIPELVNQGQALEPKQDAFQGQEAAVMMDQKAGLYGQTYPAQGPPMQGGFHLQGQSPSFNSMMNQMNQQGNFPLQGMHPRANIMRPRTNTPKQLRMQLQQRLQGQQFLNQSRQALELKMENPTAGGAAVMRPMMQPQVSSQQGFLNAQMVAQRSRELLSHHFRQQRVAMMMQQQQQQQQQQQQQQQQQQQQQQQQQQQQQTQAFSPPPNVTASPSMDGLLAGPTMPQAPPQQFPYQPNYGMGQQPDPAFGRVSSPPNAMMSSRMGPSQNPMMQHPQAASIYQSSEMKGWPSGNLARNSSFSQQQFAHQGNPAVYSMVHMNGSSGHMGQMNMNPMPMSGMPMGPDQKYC
NOD2 RIPK2 PPI = NOD2-RIPK2 binding disruptors in cells, primary screen, fluorescence, CHO cells, BLA complementation; inhibition, % at 4.98 µM; 360,000 compounds, 0.38% hits; CCF4 ratio; Receptor-interacting serine/threonine-protein kinase 2 (Homo sapiens), O43353; in the data active = inhibition above about 21%;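 note: 0% = vehicle only and 100% = reference blocker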
EBV LMP1 NFkB = EBV LMP1-driven NF-kappaB luciferase reporter inhibitors, primary screen, cell-based, luminescence, single point | LMP1-induced NF-kappaB luciferase reporter cells | inhibition, % at 12.5 µM | 350,000 compounds, 0.69% hits; in the data active = inhibition above about 41%;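 note: 0% = neutral control wells and 100% = reference inhibitor control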
NR5A2 inv ag = LRH-1 (NR5A2) inverse agonists, primary screen, cell-based, luminescence, HEK293T, StAR-luciferase reporter; 360,000 compounds, 0.13% hits; AID 602396, 2012; Nuclear receptor subfamily 5 group A member 2 (Homo sapiens), O00482; inhibition, % at 3.6 µM; LRH-1 transfected, 24 h;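 active = inhibition above the mean inhibition of all tested compounds plus 3 SD, cut at about 73% in these data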;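 note: 0% = DMSO wells and 100% = reporter-only cells lacking LRH-1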
TLR9-MyD88 inh = inhibitors of TLR9-MyD88 association in cells, primary screen, cell-based, CHO, BLA complementation, fluorescence | Toll-like receptor 9 (Homo sapiens) + Myeloid differentiation primary response protein … | CCF4 FRET ratio | 340,000 compounds, 0.21% hits | inhibition, % at 4.98 µM;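 active = inhibition above the mean over all tested compounds plus 3 SD, cut at about 21% in these data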;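 note: 0% = DMSO only wells and 100% = clavulanate BLA inhibitor control wells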
* marks the source's active call; other numbers are inactive results; · = not tested or not shown. This is a subset (hit frequency here may not be typical).

Molecule	SRC2 inh	Vif imaging	COUP-TFII inh	TROY NFkB inh	SRC1 inh	TRAIL sens C8	NCOA3 inh	NOD2 RIPK2 PPI	EBV LMP1 NFkB	NR5A2 inv ag	TLR9-MyD88 inh
CCCCCCCC(=O)NNC(=O)CCC(=O)O	18.8	-5.4	-2.7	-3.4	2.4	-13.2	0.6	-15.6	4.3	-30.2	4.0
COc1ccccc1NS(=O)(=O)c1cccc(C(=O)NCc2ccco2)c1	-10.8	-3.8	-1.8	-19.7	-15.1	2.4	18.1	-8.6	-4.5	-0.6	-7.1
Cn1c(NCC(O)c2ccccc2)nc2c1c(=O)n(Cc1ccc(Cl)cc1)c(=O)n2C (stereo unspecified)	-8.3	-4.9	4.5	12.8	-8.4	-5.1	19.1	1.6	-0.1	12.9	7.7
Cc1cccc(NC(=O)Nc2cc(C)cc(C)n2)c1	-17.9	-11.7	-29.6	-85.8	-106.5	13.3	-112.1	0.7	-33.5	-159.0	1.4
Cc1ccc(N2C(=O)NC(C(F)(F)F)(C(F)(F)F)C3=C2CC(C)(C)CC3=O)cc1	6.9	-0.4	9.6	-10.4	-8.2	0.9	-2.4	-2.6	-6.4	9.6	1.9
CCCCn1c(N)c(N(CC(C)C)C(=O)C2=NN(c3ccccc3)C(=O)CC2)c(=O)[nH]c1=O	4.2	0.3	-11.0	-3.1	-7.7	-7.0	3.3	7.5	1.8	17.9	-6.8
O=C(Nc1ccccc1N1CCOCC1)c1cc(Cl)c2c(c1)OCO2	-17.4	-5.1	-21.6	1.8	2.0	24.2	14.9	-5.0	-6.8	14.4	-10.2
CCC1=NN2C(=N)/C(=C\c3ccc(OCCOc4ccc(NC(C)=O)cc4)c(OC)c3)C(=O)N=C2S1	8.5	14.5	-2.4	-2.8	-1.8	-7.9	-5.7	2.8	-20.8	13.6	2.2
CCC(C(=O)NCCc1ccc(C)cc1)n1nc(C)c2c(C)n(-c3ccccc3)nc2c1=O (stereo unspecified)	-4.4	6.7	-6.5	2.0	13.3	-7.7	-21.1	-11.4	-0.2	-3.3	3.0
COc1ccc(OC)c(C2=NOC(C(=O)Nc3cc(C)on3)C2)c1 (stereo unspecified)	21.5	7.1	7.0	1.1	7.5	-22.3	13.8	-0.2	-3.0	-0.1	-4.0
Cc1ccc(S(=O)(=O)N2CCOCC2)cc1C(=O)NC1CCCCCC1	-9.7	-7.1	-4.6	10.9	0.3	-20.5	8.0	-3.0	3.8	-11.4	-8.6
O=C(c1ccc(CS(=O)(=O)c2c(Cl)cccc2Cl)o1)N1CCCC1	19.0	4.3	30.6	-2.5	-2.0	-6.3	1.1	0.5	13.4	-1.2	-1.9
COc1ccccc1C1C2=C(CC(C)(C)CC2=O)Nc2nnnn21 (stereo unspecified)	12.8	4.0	3.6	-11.5	9.9	-17.6	10.8	0.6	0.6	-5.1	-1.9
Cc1nc2sccn2c(=O)c1S(=O)(=O)NC(C)c1ccccc1 (stereo unspecified)	13.5	9.0	-4.7	1.6	1.8	11.2	10.1	-10.7	-2.1	9.8	11.0
COc1ccc(NC(=O)C2CCC(CNC(=O)[C@@H]3Cc4ccccc4CN3)CC2)cc1 (stereo partly specified)	-17.0	-6.3	-0.8	9.8	-32.7	21.6	-9.7	-9.7	6.7	-12.1	1.8
COc1ccc(CC(N)c2csc(NC(=O)c3cccc(OC(F)(F)F)c3)n2)cc1 (stereo unspecified)	-6.3	-1.7	-6.0	-3.9	4.5	19.1	-5.2	-7.5	·	-9.6	·
CCOC(=O)C1(c2ccccc2)NC(c2ccccc2C)C2C(=O)N(c3ccc4c(c3)OCO4)C(=O)C21 (stereo unspecified)	-19.7	-4.5	9.9	4.9	3.1	4.1	2.1	5.7	6.7	0.0	-2.2
COc1cc(/C=N\Nc2nncn2N)ccc1OC(C)=O	-8.6	-1.5	14.5	-36.6	22.5	-4.4	14.7	-6.7	1.7	14.2	-11.0
Cc1ccc(NC(=O)COC(=O)/C=C/c2cccs2)c(C)c1	-7.4	7.4	9.1	-27.8	4.9	17.8	10.5	0.3	-17.5	10.3	-7.7
COc1ccc(NC(=O)COc2ccccc2C#N)c(S(=O)(=O)N2CCCCC2)c1	-21.8	4.3	-3.0	-16.7	2.6	8.7	20.5	-2.4	-2.0	-16.1	-0.8
CCOC(=O)C1(Cc2cccc(Cl)c2)CCCN(C2CCN(C(C)=O)CC2)C1 (stereo unspecified)	17.0	-5.0	21.9	-8.5	-20.6	-5.9	6.6	5.2	8.7	2.9	1.0
COc1ccc(Nc2ccc(N3C(=O)CC(C)C3=O)cc2[N+](=O)[O-])cn1 (stereo unspecified)	4.0	0.6	25.7	-7.5	10.8	3.8	7.4	-5.5	8.8	3.0	1.2
Cc1cc(C)c(-c2cc(NC(=O)CSc3n[nH]c(N)n3)n(-c3ccccc3)n2)cc1C	2.8	·	25.8	-18.8	-3.2	-10.8	5.3	-14.1	-7.9	-2.7	-0.2
Cc1nc(CCNC(=O)CC2C(=O)NCCN2Cc2ccc(F)cc2)sc1C (stereo unspecified)	-14.9	-3.0	4.4	-26.7	-2.3	-8.6	16.0	-9.2	1.7	7.3	-1.9
O=[N+]([O-])C(=C1Nc2ccccc2N1)/C(Cl)=C(/Cl)Br	-2.2	2.9	-10.2	2.9	-6.3	-5.6	-6.7	-2.7	-18.7	1.4	-10.1
Cc1cccc(N2CCN(C(=O)CNC(=O)C3CCCCC3)CC2)c1C	1.9	-6.6	11.3	-17.7	-53.3	20.5	-21.3	-7.7	7.1	-12.6	-6.6
Cc1onc(-c2ccccc2Cl)c1C(=O)Nc1cnn(Cc2ccccc2)c1	-22.5	0.0	8.4	-12.6	-4.3	1.5	12.9	2.3	1.6	-10.9	-6.8
Cc1ccc(N2CCN(c3cc(C)nc4nc(C)nn34)CC2)c(C)c1	-7.9	·	3.4	-1.9	5.4	-12.4	-23.3	-12.8	8.0	-15.9	-4.2
CN1CCN(C(CNC(=O)C(=O)NC2CCCC2)c2ccc(F)cc2)CC1 (stereo unspecified)	9.2	3.5	14.5	9.1	-0.2	5.7	-0.2	2.5	2.3	6.0	-6.2
CCOC(=O)c1c(C)[nH]c(C(=O)NCCc2ccc(OC)c(OC)c2)c1C	-3.7	-12.2	-0.8	6.7	1.9	1.3	14.9	-8.3	6.5	-9.1	6.4
O=C(Nc1ccccc1C(=O)O)c1cc(S(=O)(=O)N2CCCCC2)c(Cl)cc1Cl	0.7	-5.4	40.2*	26.5	-21.4	-8.6	-1.6	-10.8	33.4	-3.3	-19.2
O=C(CCNS(=O)(=O)c1ccc2ccccc2c1)NCCOc1ccccc1	12.5	·	-8.3	-0.7	15.9	-9.1	1.9	0.0	2.9	5.0	-8.3
CC1CCC(C(C)C)C(OCC(O)CN2CCN(Cc3ccccc3)CC2)C1 (stereo unspecified)	-28.4	0.5	13.7	14.4	-10.8	11.2	1.0	0.4	0.1	-16.3	-5.2
CC(Oc1ccc2c3c(c(=O)oc2c1)CCCC3)C(=O)NCC(O)c1ccccc1 (stereo unspecified)	5.0	-1.7	-16.3	-6.8	-0.8	-2.2	-13.2	0.1	0.9	0.1	-0.8
Cc1ccc(C(C)C)cc1OCCCCN1CCCC1	-3.6	-1.1	16.0	10.2	3.9	13.2	21.2	-3.9	7.0	-9.4	-10.2
Cc1[nH]c2ccccc2c1C(=O)COC(=O)c1ccccc1O	-68.0	-2.0	-6.9	-29.8	-49.7	17.6	-75.0	9.6	-28.3	-13.2	8.7
CCc1nc(C(N)=O)c2[nH]c(=O)n(-c3ccc(OC)cc3OC)c2n1	·	0.1	·	10.5	15.2	-3.4	4.1	-8.2	-0.7	-7.4	-16.2
Cc1cc(C)nc(N/N=C/C2=C(N3CCOCC3)C(=C\c3ccc(Cl)cc3)/CC2)n1	6.5	-2.9	15.5	-10.1	-16.6	13.8	-8.4	-5.1	5.3	1.3	9.2
N#Cc1c(N)n(CCNC(=O)c2ccc(Cl)cc2)c2nc3ccccc3nc12	-2.8	-0.1	6.4	9.8	9.5	-5.1	13.7	-6.2	14.4	26.3	-7.5
Cc1cc(C(=O)OC(C)C(=O)N2CCc3ccccc32)ccc1[N+](=O)[O-] (stereo unspecified)	-21.7	14.8	26.5	3.2	0.1	1.0	-16.6	-9.8	13.2	-4.9	-9.4

Taken from above:
NOD2 RIPK2 PPI, O=C(Nc1ccccc1C(=O)O)c1cc(S(=O)(=O)N2CCCCC2)c(Cl)cc1Cl : -10.8
NOD2 RIPK2 PPI, CC1CCC(C(C)C)C(OCC(O)CN2CCN(Cc3ccccc3)CC2)C1 (stereo unspecified) : 0.4

Remaining list, next part
Molecule	SRC2 inh	Vif imaging	COUP-TFII inh	TROY NFkB inh	SRC1 inh	TRAIL sens C8	NCOA3 inh	NOD2 RIPK2 PPI	EBV LMP1 NFkB	NR5A2 inv ag	TLR9-MyD88 inh
CC(CCN1C(Nc2ccccc2)=NC[C@@H]1Cc1ccccc1)c1ccccc1 (stereo partly specified)	2.2	·	16.0	-7.5	-11.6	21.3	10.4	0.0	1.6	-7.1	-4.7
Cn1ccnc1C1CCCCN1Cc1nc(-c2ccc(Cl)cc2)no1 (stereo unspecified)	-25.4	-1.2	6.7	-0.3	19.4	2.1	-9.3	1.4	-1.4	9.1	-0.7
O=C(Nc1ccccc1Cl)c1cc(S(=O)(=O)N2CCCCC2)ccc1N1CCOCC1	-5.8	-4.6	6.6	13.0	-8.9	-4.9	3.9	3.0	13.2	-1.0	0.8
CCOC(=O)N1CCC(NCCNC(=O)c2ccc(F)cc2)CC1	6.0	-4.7	-1.5	-5.3	5.2	-1.5	-0.2	8.2	1.7	-15.3	-3.2
COc1ccc(CCNC2CC(=O)N(CCc3ccc(OC)c(OC)c3)C2=O)cc1OC (stereo unspecified)	0.3	29.2	14.6	14.5	17.9	1.3	-6.2	5.2	-3.6	-31.6	-0.3
Cc1ccc(NC(=O)CCSc2nnc3ccccn23)cc1	-2.8	-8.0	14.3	-28.6	-12.8	10.9	23.2	-7.1	5.0	-7.5	-0.8
Cc1cccc(-c2nnc(SCC#N)n2-c2cccc(Cl)c2)c1	-16.8	4.3	-2.1	4.0	-16.4	3.2	-7.0	-4.1	-3.3	-12.5	-7.6
